Polio RdRp inh: inhibitors of poliovirus RNA polymerase binding and polymerization. poliovirus polymerase elongation, fluorescence polarization; stronger effect = lower value. P03300. 150,000 compounds, 0.66% hits. % elongation, % (compound at 16.7 µg/mL); in the data active = % elongation below about 90%; note: some results filed as inactive read as strong as hits
Target sequence (P03300 1749-2209 limits assumed): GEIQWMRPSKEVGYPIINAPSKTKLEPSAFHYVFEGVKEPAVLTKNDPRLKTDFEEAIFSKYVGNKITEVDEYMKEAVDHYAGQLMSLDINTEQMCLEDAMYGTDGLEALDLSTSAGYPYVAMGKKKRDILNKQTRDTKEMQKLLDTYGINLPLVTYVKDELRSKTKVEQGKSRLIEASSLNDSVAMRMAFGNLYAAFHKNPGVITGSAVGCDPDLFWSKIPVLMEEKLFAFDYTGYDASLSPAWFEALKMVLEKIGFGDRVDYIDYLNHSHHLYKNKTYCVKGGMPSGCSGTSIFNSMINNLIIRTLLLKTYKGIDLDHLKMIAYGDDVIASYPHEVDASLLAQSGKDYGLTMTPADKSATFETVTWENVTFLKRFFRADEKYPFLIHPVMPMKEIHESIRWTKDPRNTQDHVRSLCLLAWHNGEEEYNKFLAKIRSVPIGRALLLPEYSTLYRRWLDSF
Polio RdRp inh FP z-score: also measured in Polio RdRp inh; calls as there; z-score; measured here: FP z-score; hits read low
* marks the source's active call; other numbers are inactive results. Some of the compounds tested; the hit share may differ from the screen's.

| mol | Polio RdRp inh | Polio RdRp inh FP z-score |
| --- | --- | --- |
| COc1ccc(NC(=O)Nc2cn(C)c3ccccc23)c(OC)c1 | 99 | 0 |
| COc1ccccc1NS(=O)(=O)c1ccc2oc(=S)n(CN3CCCC3)c2c1 | 103 | 0 |
| Cc1ccc(S(=O)(=O)N(C)c2ccc(OCC(=O)N3CCN(c4ncccn4)CC3)cc2)cc1 | 106 | 0.2 |
| Cc1noc(C)c1C(=O)NCc1ccc(S(N)(=O)=O)cc1 | 100 | 0 |
| S=C(NCc1ccco1)NC1CCCCC1 | 101 | -0.3 |
| O=C(CCN1C(=O)C2C3C=CC(C3)C2C1=O)N1CCC2(CC1)OCCO2 (stereo not given) | 100 | 0 |
| CCn1nnc2c(Nc3ccc(Cl)c(Cl)c3)ncnc21 | 104 | 0.2 |
| Cc1ccc(O)c(NC(=O)CCS(=O)(=O)c2nc(-c3cccs3)cc(C(F)(F)F)n2)c1 | 108 | 0.6 |
| O=C(Nc1ccc(Cl)c(C(F)(F)F)c1)c1ccc2c(c1)CCN2S(=O)(=O)c1ccccc1 | 114 | 1.9 |
| COc1ccc2c(c1)CCc1c(C(=O)Nc3c(C)nn(Cc4ccccc4)c3C)noc1-2 | 100 | -1.1 |
| O=C1OC(c2ccccc2)=N/C1=C\c1cn(-c2ccccc2)nc1-c1cc2ccccc2o1 | 44 | -6.3 |
| C/C(=N/NC(=O)CCc1ccccc1)C1CC1 | 99 | -0.9 |
| Cn1ccnc1SCC(=O)NC(=O)NCc1ccccc1 | 102 | 0.1 |
| O=C(NNc1nc2cc3c(cc2s1)OCCO3)c1ccc(F)cc1 | 100 | -0.8 |
| CCOc1cccc2cc(C(C)N)oc12 (stereo not given) | 99 | -0.5 |
| CCn1cc2nc(SCC(=O)NCc3ccccc3)n(Cc3ccc(OC)cc3)c(=O)c2n1 | 101 | 0.2 |
| Cc1ccc(S(=O)(=O)N/N=C/c2cc(C)n(-c3ccc(N(C)C)cc3)c2C)cc1 | 104 | 0.4 |
| Cc1ccc(C=C2C(=O)OC(C)(C)OC2=O)s1 | 100 | -0.8 |
| Cc1ccc(OC(C)C(=O)NCCCN2CCOCC2)cc1C (stereo not given) | 101 | 0.2 |
| Cc1cc2oc(C(=O)O)cc(=O)c2cc1C | 101 | -0.3 |
| C=CCc1cccc(/C=N/NC(=O)c2ccccc2)c1O | 100 | 0.1 |
| Cc1ccccc1NC(=S)N=Nc1c(O)n(CN2CCN(c3ccccc3)CC2)c2ccccc12 | 101 | 0.3 |
| N#Cc1ccccc1S(=O)(=O)N1CCCC1c1ccc2c(c1)OCCCO2 (stereo not given) | 101 | -0.3 |
| Cc1c(Cl)cccc1NC(=O)c1cc(-c2ccco2)nc2ccccc12 | 105 | 1.5 |
| CCSc1nc2sc3c(c2c(=O)n1-c1ccccc1)CCN(C(C)=O)C3 | 100 | -1.9 |
| O=C(Cc1ccc(F)cc1)N1CCC(c2nc3c(nnn3Cc3ccc(Cl)cc3)c(=O)[nH]2)CC1 | 108 | 0.3 |
| Cc1ccc2nc(-c3ccc(-n4ccc(=O)cc4)cc3)sc2c1 | 105 | 0.6 |
| O=C(NC1CCCC1)c1ccc(CSc2nc3cccnc3n2Cc2ccccc2F)cc1 | 106 | -0.6 |
| C=CCn1c(SCC(=O)NCc2ccc(F)cc2)nc2ccccc21 | 114 | 0.8 |
| CC(C)C1Oc2ccccc2N(CC(=O)N(CCCN2CCOCC2)Cc2ccc(F)cc2)C1=O (stereo not given) | 101 | -0.4 |

4 neighbouring entries out of the list so far, quoted:
| mol | Polio RdRp inh | Polio RdRp inh FP z-score |
| --- | --- | --- |
| COc1ccc(NC(=O)Nc2cn(C)c3ccccc23)c(OC)c1 | 99 | 0 |
| COc1ccccc1NS(=O)(=O)c1ccc2oc(=S)n(CN3CCCC3)c2c1 | 103 | 0 |
| Cc1ccc(S(=O)(=O)N(C)c2ccc(OCC(=O)N3CCN(c4ncccn4)CC3)cc2)cc1 | 106 | 0.2 |
| Cc1noc(C)c1C(=O)NCc1ccc(S(N)(=O)=O)cc1 | 100 | 0 |

The list goes on.
| mol | Polio RdRp inh | Polio RdRp inh FP z-score |
| --- | --- | --- |
| CCOC(=O)c1c(C)[nH]c(CCC(=O)NC(C)c2ccccc2)c1C (stereo not given) | 114 | 1.3 |
| COC(=O)c1c(NC(=O)COc2ccc(C(C)C)cc2)sc2c1CCCC2 | 104 | 0.1 |
| CCOc1ccc(C2C=C(c3cccc(OC)c3)Nc3nnnn32)cc1 (stereo not given) | 107 | 0.7 |
| CCOC(=O)C(N)Cc1ccccc1 (stereo not given) | 100 | 0 |
| Cc1cccc(C)c1-n1ncc(C(=O)N2CCN(c3ncccn3)CC2)c1C1CCN(C(=O)OC(C)(C)C)CC1 | 109 | 0.5 |
| COc1cc(OC)nc(C(=O)c2ccc(Cl)cc2)n1 | 104 | 0.1 |
| Cc1cc(Cl)ccc1OCC(=O)N/N=C/c1ccc(OC2OC(CO)C(O)C(O)C2O)cc1 (stereo not given) | 103 | 0.5 |
| Cc1ccc(S(=O)(=O)/N=C2\C=CC(=O)c3ccccc32)c(C)c1 | 98 | -0.8 |
| CCc1ccccc1N(C)S(=O)(=O)c1ccc(-c2cc(C)no2)s1 | 101 | 0 |
| Cc1ccc(Cn2ccnc2SCC(=O)Nc2nnc(C)s2)cc1 | 104 | -0.8 |
| Oc1ccc2oc3c(c2c1C=Nc1ccccc1)CCCC3 | 103 | 0.2 |
| COCCNC(=O)CN1CCc2ccccc2C1 | 103 | 0 |
| O=C(OCC(=O)N1CCc2ccccc2C1)c1ccccc1 | 84* | -2* |
| Cc1ccc(NC(=O)C(C)Sc2nc(-c3ccccc3)c(C#N)c(=O)[nH]2)c(C)c1 (stereo not given) | 101 | -1.2 |
| NNC(=O)/C(=C/c1ccccc1)NC(=O)c1ccccc1 | 97 | -1 |
| OCCNc1nc2ccccc2n1CCOc1ccccc1 | 104 | 0.5 |
| COC(=O)c1c(N)n(-c2ccc(OC)c(OC)c2)c2nc3ccccc3nc12 | 107 | 0.5 |
| O=C(O)c1ccc(Nc2nc3ccccc3n3cnnc23)cc1 | 107 | 1.1 |
| COc1ccccc1CNC(=O)Nc1ccc2c(c1)N(C)C(=O)c1ccccc1S2 | 100 | -1.5 |
| N#Cc1ccc(OCC(=O)N2CCSc3ccccc32)cc1 | 106 | 0.5 |
| NCCCc1ccccn1 | 102 | 0.2 |
| CCOC(=O)c1ccc(NC(=O)CSc2nccn2-c2ccc(OCC)cc2)cc1 | 104 | -1.1 |
| Cc1c(C(N)=O)sc2nc[nH]c(=O)c12 | 121 | 2.5 |
| Cc1ccc(S(=O)(=O)Nc2cc3c(cc2C)n(C)c(=O)c(=O)n3C)c(C)c1 | 111 | 1.4 |
| COCCNC(=O)c1cc2nc3c(c(C(F)(F)F)n2n1)CCc1ccccc1-3 | 102 | -0.1 |
| O=C1c2ccccc2C(=O)N1Nc1ccc(N2CCOCC2)cc1 | 103 | 0.1 |
| CCOc1ccc(NC(=O)CSc2nc3nc(C)c(Cc4ccccc4)c(C)n3n2)cc1 | 113 | 0.7 |
| COc1cc(OC)cc(C(=O)OCC(=O)c2cc3ccccc3o2)c1 | 122 | 2.4 |
| CCOc1ccc(CNC(=O)C2CCN(c3nc4ccccc4n4c(C)nnc34)CC2)cc1OC | 98 | -0.3 |
| O=C(Nc1cc(-c2nc3cc(Cl)ccc3o2)ccc1Cl)c1cc([N+](=O)[O-])ccc1N1CCOCC1 | 105 | 0.2 |
| COCCNS(=O)(=O)c1cc(-c2nn3c(C)nnc3c3ccccc23)ccc1C | 104 | 0.2 |
| Cc1nnc(SCC#N)n1C | 102 | -0.1 |
| CCN(CC)CCOc1ccc2c(c1)C(=O)c1cc(OCCN(CC)CC)ccc1-2 | 98 | -0.2 |
| CC1C(=O)N2CCCc3cc(S(=O)(=O)N4CCC(C(N)=O)CC4)cc1c32 (stereo not given) | 99 | -1.8 |
| O=C(O)c1oc(C(=O)O)c(OCc2ccccc2)c1OCc1ccccc1 | 106 | 0.5 |
| COc1ccc(Cc2nc3ccccc3[nH]2)cc1OC | 105 | 0.8 |
| O=C(/C=C/c1ccc2c(c1)OCO2)NC(=S)NC1CCCC1 | 100 | -0.1 |
| CCN1CCc2nc(N/C=C/C(=O)C(F)(F)F)sc2C1 | 98 | -0.7 |
| O=C(Cn1ncn2c(cc3ccccc32)c1=O)N1CCCCC1 | 103 | 0.7 |
| O=C(COCc1cc(-c2ccc3c(c2)OCO3)on1)NCc1ccccc1Cl | 104 | -0.9 |
| O=C(CS(=O)(=O)c1ccccc1)N(Cc1ccccn1)c1nc2ccccc2s1 | 99 | -1.3 |
| COc1ccccc1C(C1=C(OC(C)=O)COC1=O)c1cc2c(cc1OC(C)=O)OCO2 (stereo not given) | 107 | 0.2 |
| Cc1c(Cl)cccc1NC(=O)n1ncc2c(C)cccc21 | 104 | 1.2 |
| O=C(NCNC(=O)c1ccccc1)c1ccccc1 | 100 | 0.2 |
| Cc1cc(N2C(=O)C3C4c5ccccc5C(c5ccccc54)C3C2=O)no1 (stereo not given) | 102 | 0.2 |
| COc1ccc(NC(=O)c2ccc(-c3nc(CSc4ccccc4)c(C)o3)cc2)c(OC)c1 | 111 | 0.7 |
| COc1ccc(Oc2ncnc3c2cnn3-c2ccccc2)cc1 | 102 | 0.1 |
| N#Cc1c(/N=C/c2cccnc2)sc2c1CCC2 | 99 | -0.7 |
| Cc1ccc(OCC(=O)OCc2c(C)noc2C)cc1C | 105 | 0.3 |
| CC(NC(=O)c1nn(C)c2c1CSc1ccccc1-2)c1ccccc1 (stereo not given) | 110 | 0.1 |
| CC(C)CN(c1ccccc1)S(=O)(=O)c1nnc(NC(=O)c2ccco2)s1 | 110 | 0.5 |
| O=S(=O)(c1ccc(Cl)cc1)c1nc(-c2cccc(Br)c2)oc1NCc1ccccc1 | 105 | 0.2 |
| Cc1cc(N)cc(C(=O)O)c1O | 99 | -0.9 |
| CCOC(=O)c1cccc(NC(=O)N2CCC(CN3CCCCC3)CC2)c1 | 102 | -0.1 |
| CC(C)CCNC(=O)C1CCCN(S(=O)(=O)c2cccc3nsnc23)C1 (stereo not given) | 100 | -0.3 |
| CCc1ccc(-c2nc(CN3CCC(C(=O)NCCc4ccccc4)CC3)c(C)o2)cc1 | 102 | 1.1 |
| O=C(COC(=O)C1CCN(S(=O)(=O)c2cccs2)CC1)NCc1ccccc1 | 99 | -0.4 |
| Cn1c(=O)c2c(nc(N3CCOCC3)n2Cc2ccccc2)n(C)c1=O | 111 | 0 |
| COc1ccc(NC(=O)CCS(=O)(=O)c2ccc3nc(C)sc3c2)cc1Cl | 103 | -0.4 |
| CC1CN(C(=O)CSc2nc(N)cc(=O)[nH]2)CC(C)O1 (stereo not given) | 106 | 0.4 |

Profiles from above. Order of screens: Polio RdRp inh, Polio RdRp inh FP z-score
`C/C(=N/NC(=O)CCc1ccccc1)C1CC1` is listed as 99, -0.9
`CCOc1ccc(CNC(=O)C2CCN(c3nc4ccccc4n4c(C)nnc34)CC2)cc1OC` is listed as 98, -0.3
`O=C(CS(=O)(=O)c1ccccc1)N(Cc1ccccn1)c1nc2ccccc2s1` is listed as 99, -1.3

Next section:
| mol | Polio RdRp inh | Polio RdRp inh FP z-score |
| --- | --- | --- |
| CNCc1cnn(Cc2ccccc2)c1 | 103 | 0.1 |
| O=C(CCc1nnc(-c2ccccc2)o1)OCc1c(F)cccc1Cl | 101 | -0.2 |
| CC(C)c1nnc(N2C(=O)c3oc4ccccc4c(=O)c3C2c2ccccc2F)s1 (stereo not given) | 108 | 0.8 |
| Cc1ccc(Cn2c(C)c(CNCc3ccccc3F)c(C(=O)O)c2C)cc1 | 106 | -0.3 |
| Cc1ccc(S(=O)(=O)c2ccc(-n3nc(C)cc3N)cc2)cc1 | 102 | 0 |
| O=S(=O)(NCc1ccco1)c1cccc(-n2cnnn2)c1 | 99 | -0.5 |
| COc1ccc(S(=O)(=O)NCC(c2ccco2)N2CCN(c3ccccc3)CC2)cc1OC (stereo not given) | 107 | -0.1 |
| Cc1cccc(CSC2=NCCN2C(=O)C2CC2)c1 | 104 | 1.6 |
| CCOC(=O)c1c(S(=O)(=O)NCC(=O)N(C)c2ccc(C)cc2)c(C)n(C)c1C | 104 | -0.4 |
| COC(=O)c1ccccc1NS(=O)(=O)c1cc2c(cc1C)N(C)CCO2 | 97 | -2 |
| Cc1cc(C)cc(NC(=O)Nc2ccccc2C(=O)Nc2cc(C)cc(C)c2)c1 | 101 | -0.2 |
| Cc1ccccc1C(=O)OCc1cc(=O)n2nc(C3CCCCC3)sc2n1 | 105 | -0.2 |
| C=CCc1ccccc1OCC(O)CN1CCN(CC)CC1 (stereo not given) | 101 | -0.2 |
| CCOC(=O)c1cccc(NC(=O)c2oc3c(c2C)-c2nn(CC)cc2CC3)c1 | 64* | -7.4* |
| [O-]/[N+](Cc1ccccc1)=N\OCc1ccccc1 | 102 | 0.9 |
| COc1ccc(-c2cn3nc(SCC(=O)Nc4ccc(C)c(Cl)c4)ccc3n2)cc1 | 110 | 0.7 |
| CC(NCCC(=O)O)c1ccccc1 (stereo not given) | 99 | -0.5 |
| Cc1ccc(SCC(=O)Nc2cccnc2)cc1 | 100 | -0.4 |
| COC(=O)CCN1CCC(C(N)=O)CC1 | 104 | 0.3 |
| Cc1ccc(C)c2c1c1ccccc1n2C | 102 | 0.2 |
| O=C(Cn1c(=O)oc2cc(S(=O)(=O)N3CCCCC3)ccc21)NCc1ccc(F)cc1 | 102 | -0.8 |
| O=C1CCC(C(=O)O)CC1 | 107 | 1.5 |
| COc1ccc(/C=C(\C#N)C(=O)OCc2nc(-c3ccc(C)cc3)no2)cc1 | 107 | 0.4 |
| COc1ccc(-c2cc(C(=O)NCCc3ccccc3)c3cc(C(C)C)ccc3n2)cc1 | 103 | -1.1 |
| Cc1cc(C)cc(NC(=O)CN2C(=O)CSc3ccc(S(=O)(=O)N4CCCC4)cc32)c1 | 113 | -0.2 |
| O=C(COc1cccc(Cl)c1)Nc1ccc(OC(F)(F)F)cc1 | 99 | -0.2 |
| CCN(Cc1ccccc1)C(=O)Cn1c(=O)cc(C)c2c(C)nn(-c3cccc(F)c3)c21 | 107 | 0.2 |
| c1cncc(-c2nnc(SCC3CCCCC3)o2)c1 | 101 | -0.1 |
| CC1CC(C)CN(Cn2ncn(C)c2=S)C1 (stereo not given) | 103 | 0 |

Screening results as filed in PubChem.
